# Screening results as filed in PubChem BioAssay.
# UbGFP stabilizer: Ubiquitin-GFP Assay | Ubiquitin-GFP reporter cells, proteasome inhibition, GFP fluorescence; response scale: untreated = 0%, 10 µM MG-132 = 100% | Potency, µM (titrated, usually from 45.9 µM), without a hit: at the top dose activation (GFP accumulation), most hits filed as activators | 67,000 tested, under 10 active; active means well fitted activation curve with a large enough effect, not every such curve was filed as active; inconclusive means small, poorly fitted or top-dose-only effect, or another doubt; inactive means no such curve, though single readings can be large or run the other way; further: potency means the concentration at half of the fitted maximal effect
#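 U2OS Ub(G76V)-GFP reporter; O/N plating, 0.5% FBS; cpd 46 uM–2.9 nM, 4 h, 37 °C; GFP+ cell count, 488/515 nm; norm. to basal vs 10 uM MG-132; CRC fit.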
# BRCT inh red: qHTS Assay for Inhibitors of BRCT-Phosphoprotein Interaction (Red Fluorophore); Breast cancer type 1 susceptibility protein (Homo sapiens), P38398; BRCT-phosphopeptide binding, red fluorescence polarization; Potency, µM (titrated, usually from 76.9 µM), without a hit: at the top dose activity change, negative = inhibition, most hits filed as inhibitors; actives 0.03% (n = 75,000); AID 892, 2007; further: on the % scale 0 is the no-effect control and ±100 the full control effect
#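 Rhodamine-labelled pBACH1 10-mer (100 nM) bound to BRCT domain (100 nM) at pH 7.3; compounds incubated 12 min room temperature, polarization read. Free peptide defines full inhibition; unlabelled decapeptide titrated as control.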
# BRCT inh green: qHTS Assay for Inhibitors of BRCT-Phosphoprotein Interaction (Green Fluorophore); Breast cancer type 1 susceptibility protein (Homo sapiens), P38398; BRCA1 BRCT-phosphopeptide binding, green fluorescence polarization; Potency, µM (top dose mostly 76.9 µM), without a hit: at the top dose activity change, negative = inhibition, actives largely listed as inhibitors; actives 0.05% (n = 75,000); AID 875, 2007;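 further: potency means the concentration at half of the fitted maximal effect; plate controls were peptide without protein for full effect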
#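 Compounds were incubated for 12 min at room temperature with a complex of 100 nM fluorescein-tagged pBACH1 decapeptide and 250 nM His-tagged BRCT protein. Buffer was phosphate pH 7.3 with EDTA, DTT and Tween 20. Disruption of binding lowers the polarization signal.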
# CRE Fsk mod: Cell signaling CRE-BLA (Fsk stim); CHO CRE-bla reporter (cAMP response element driving beta-lactamase), forskolin EC10, beta-lactamase ratio; Potency, µM (highest dose often 38.2 µM), for inactives: top-dose activity change, negative = inhibition, hits mostly activators; actives 2.5% (n = 71,000); active means well fitted activation curve with a large enough effect in the signal ratio, with a control signal flat, not every such curve was filed as active; inconclusive means small, poorly fitted or top-dose-only effect, or effect the other way, or a change in a side signal; the % refers to the signal ratio; further: potency means the concentration at half of the fitted maximal effect; % of control where 0% means no effect
#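 CHO CRE-bla cells, overnight plating in Opti-MEM with 0.5% dialyzed FBS; cpd titration + EC10 NKH 477, 3 h 37 °C; CCF4 2 h RT; ex 405/em 460 vs 530 ratio → %Activity, AC50.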
# Pol III holo inh: qHTS Assay for Inhibitors of DNA Polymerase III Holoenzyme System; reconstituted DNA polymerase III holoenzyme replication, biochemical; Potency, µM (highest dose often 57.1 µM), for the others: at the top dose activity change, negative = inhibition; actives 0.25% (n = 71,000); AID 603, 2007; further: potency means the concentration at half of the fitted maximal effect; on the % scale 0 is the no-effect control and ±100 the full control effect
#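 Reconstituted *E. coli* holoenzyme (0.35 nM Pol III, 1 nM beta, 154 nM SSB, 2 nM primase) was preincubated with compound for 15 min at RT. Synthesis on 1.4 nM ssM13Gori ran 35 min, then was stopped with PicoGreen/EDTA and read as dsDNA fluorescence.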
# ALOX15 inhib: qHTS Assay for Inhibitors of 15-hLO (15-human lipoxygenase); purified 15hLO-1, xylenol orange hydroperoxide absorbance; actives 1.4% (n = 74,000); Potency, µM (top dose mostly 57.1 µM), without a hit: top-dose activity change, negative = inhibition, actives largely listed as inhibitors; AID 887, 2007; further: potency means the concentration at half of the fitted maximal effect; on the % scale 0 is the no-effect control and ±100 the full control effect; nearly all actives have a fitted effect of over 55% in size
#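 40 nM 15hLO-1 + cpd, 15 min RT; start w/ 50 uM AA (final), 6 min RT; stop/detect w/ 200 uM XO + 300 uM Fe(II) in 50 mM H2SO4, 30 min; A573/A405. Buffer 25 mM Hepes pH 7.5, 0.01% Triton X-100. No-enzyme wells as negative control.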
# GFP derepression: qHTS Assay for Epigenetic Modulators. mouse C127i GFP locus derepression, cytometry, 30 h. actives 0.09% (n = 68,000). Potency, µM (series often up to 46.1 µM), for inactives: at the highest dose GFP derepression (activation); further: % of control where 0% means no effect
#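 Read-out is the number of GFP-positive cells, scored as fluorescent objects 20 to 120 um wide, reflecting derepression of a silenced CMV-GFP reporter in murine C127i cells after 30 h compound exposure at 37 C.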
# Hsp90 Hop PPI: qHTS Assay for Disrupters of an Hsp90 Co-Chaperone Interaction; AlphaScreen TPR2A-His6 binding biotin-Hsp90 C-terminal peptide; Potency, µM (series often up to 57 µM), for inactives: at the top dose activity change, negative = inhibition; actives 0.44% (n = 71,000); AID 595, 2007; active means well fitted curve in either direction with a large enough effect; inconclusive means small, poorly fitted or top-dose-only effect, or another doubt; further: potency means the concentration at half of the fitted maximal effect; on the % scale 0 is the no-effect control and ±100 the full control effect; many of its hits are not listed in these tables
# HADH2 inh: qHTS Assay for Inhibitors of HADH2 (Hydroxyacyl-Coenzyme A Dehydrogenase, Type II); 3-hydroxyacyl-CoA dehydrogenase type-2 (Homo sapiens), Q99714; recombinant HADH2, NADH fluorescence, beta-hydroxybutyryl-CoA; Potency, µM (top dose mostly 57.1 µM), without a hit: at the top dose activity change, negative = inhibition, actives largely listed as inhibitors; actives 3.4% (n = 73,000); AID 886, 2007; further: potency means the concentration at half of the fitted maximal effect; on the % scale 0 is the no-effect control and ±100 the full control effect; nearly all actives have a fitted effect of over 60% in size; many of its hits are not listed in these tables
# Target sequence (Q99714 whole entry, looked up, one chain of several): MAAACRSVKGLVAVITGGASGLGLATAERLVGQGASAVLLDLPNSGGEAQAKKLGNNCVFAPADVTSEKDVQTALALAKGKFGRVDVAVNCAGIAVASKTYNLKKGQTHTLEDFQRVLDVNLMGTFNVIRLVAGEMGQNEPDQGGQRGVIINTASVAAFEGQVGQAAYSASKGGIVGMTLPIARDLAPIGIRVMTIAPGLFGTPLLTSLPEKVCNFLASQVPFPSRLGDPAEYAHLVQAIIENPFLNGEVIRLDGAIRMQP
#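 NADH fluorescence (ex 360/em 450 nm) read every 30 s for 4 min; activity taken as last-minus-first time point difference. Enzyme 20 nM, NAD+ 1 mM, beta-hydroxybutyryl-CoA 90 uM, pH 9.0 Tris buffer.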
# HBB splicing: qHTS Assay for Modulators of Hemoglobin Beta Chain Splicing; HBB splicing reporter cell assay, activation; EGFP reporter with mutant IVS2-654 intron; response scale: normalised to 500 nM splice-correcting PNA; Potency, µM (highest dose often 46.1 µM), without a hit: top-dose activation, actives largely listed as activators; actives 0.06% (n = 65,000); AID 925, 2007; further: potency means the concentration at half of the fitted maximal effect; 0% is about no effect
#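 HeLa cells stably expressing EGFP interrupted by mutant beta-globin intron 2 (IVS2-654), 500/well in 2% FCS. Treated with compound for 2 days at 37C. Splicing correction scored as total well GFP intensity (488 nm excitation, 500-520 nm emission); 500 nM antisense PNA served as control.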
# USP2a inhib: qHTS Assay for Inhibitors of Ubiquitin-specific Protease USP2a. USP2a enzymatic assay, qHTS inhibition. Potency, µM (top dose mostly 38.3 µM), inactives show at the top dose activity change, negative = inhibition, hits mostly inhibitors. actives 0.1% (n = 60,000). AID 927, 2007;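 further: potency means the concentration at half of the fitted maximal effect; nearly all actives have a fitted effect of over 60% in size; plate controls were DMSO for no effect and NEM full inhibition control for full effect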
# Target sequence (O75604 whole entry, looked up): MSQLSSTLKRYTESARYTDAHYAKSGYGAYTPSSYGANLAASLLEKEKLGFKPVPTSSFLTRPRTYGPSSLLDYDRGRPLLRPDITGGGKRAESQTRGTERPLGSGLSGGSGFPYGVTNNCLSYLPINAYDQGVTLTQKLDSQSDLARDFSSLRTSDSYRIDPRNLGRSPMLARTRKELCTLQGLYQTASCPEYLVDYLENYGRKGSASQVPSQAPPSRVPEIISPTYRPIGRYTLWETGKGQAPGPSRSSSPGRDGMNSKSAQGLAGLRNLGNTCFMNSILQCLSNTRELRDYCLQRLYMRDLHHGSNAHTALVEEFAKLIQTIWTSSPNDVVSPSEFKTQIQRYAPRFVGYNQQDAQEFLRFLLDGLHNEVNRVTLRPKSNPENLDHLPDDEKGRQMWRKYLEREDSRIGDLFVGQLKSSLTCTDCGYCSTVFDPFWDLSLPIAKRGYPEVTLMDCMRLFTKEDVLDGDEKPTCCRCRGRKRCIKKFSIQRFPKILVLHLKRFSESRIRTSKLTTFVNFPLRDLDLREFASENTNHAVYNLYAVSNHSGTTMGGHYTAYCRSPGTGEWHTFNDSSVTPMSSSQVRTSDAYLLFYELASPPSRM
#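 20 nM USP2 core + cpd, 30 min RT; add 20 nM Ub-PLA2/20 uM NBD C6-HPC; read Ex460/Em535 at 0 h and 2.5 h. Normalized to NEM; qHTS curve fit/classification.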
# * hit, by the source's call; ? = inconclusive; nt = no result given; & = joins results of further samples; ! = not active in a repeat; [ ] = remark or other dose. Unless noted, the call rests on the fitted dose curve; in most records, active means well fitted curve in the direction sought with a large enough effect; inconclusive means small, poorly fitted or top-dose-only effect, or another doubt; inactive means no such curve, though single readings can be large; an effect the other way counts as inactive or inconclusive. Some of the compounds tested (hit frequency here may not be typical).
SMILES,UbGFP stabilizer,BRCT inh red,BRCT inh green,CRE Fsk mod,Pol III holo inh,ALOX15 inhib,GFP derepression,Hsp90 Hop PPI,HADH2 inh,HBB splicing,USP2a inhib
CC(C)=CCSc1nnc([C@@H](N)Cc2c[nH]c3ccccc23)o1,-5%,-0.2%,-0.1%,2%,-10%,-20%,-1%,-8%,-10%,-0.2%,28%
OCCCCO,nt,1.4%,-0.7%,-9%,1%,-1%,nt,-1%,0%,-1.0%,nt
COC(=O)CCCNC(=O)CN1CC(c2ccccc2)CC1=O (centres undefined),-7%,-0.1%,-0.4%,17%,-14%,4%,9%,-4%,-9%,-5.0%[0.369 µM],-5%
CCN1C[C@]2(C)CC[C@@H](O)[C@]34[C@@H]5CC6[C@@H](OC)C[C@@](O)([C@H]5[C@@H]6O)[C@@H](C[C@@H]23)[C@H]14,0%,0.4%,-1.4%,-10%,-5%,6%,0%,-2%,-11%,0.2%,2%
c1ccc(-c2ccc(C(c3ccccc3)n3ccnc3)cc2)cc1 (centres undefined),nt,-0.9%,0.0%[3.08 µM],nt,nt,12%,-4%[20.6 µM],nt,nt,nt,?
Cc1cc(OCC(=O)Nc2c(C)n(C)n(-c3ccccc3)c2=O)c2c3c(c(=O)oc2c1)CCC3,2%,0.1%,-1.4%,-1%,2%,-1%,-2%,4%,0%,2.6%[57.5 µM],5%
CN1CCC2(CC1)NC(=O)C1=C(CN(C)CC1)N2,1%,-2.4%,-2.1%,5%,-5%,-8%,2%,2%,-3%,0.3%[57.5 µM],-1%
N#C/C(=C\c1ccc(O)c(O)c1)C(N)=S,0%&0%,-0.3%&-2.6%,195%&11%[activator],?,-10%&-7%,4µM*,0%&-1%,?,0.1µM*,3.0%,-14%
O=C(c1ccc(CS(=O)(=O)c2ccc(Br)cc2)o1)N1CCC2(CC1)OCCO2,9%,-1.7%,-2.4%,?,-3%,1%,4%,-1%,0%,3.6%[1.84 µM],15%
COc1ccccc1OCCCn1cc(C(=O)c2ccco2)c2ccccc21,6%,0.7%,1.5%,0%,-2%,-19%,1%,-3%,-19%,nt,-28%
CCC(=NC1CC1)c1c(O)n(-c2ccc(OC)cc2)c(=O)[nH]c1=O,1%,1.0%,-2.2%,1%,-8%,-18%,9%,-5%,2%,0.8%[0.369 µM],-1%
O=C(NCc1ccc(C(=O)N2CCC3(CC2)OCCO3)cc1)c1ccc2c(c1)OCO2,-3%,-0.1%,-1.0%,7%,-7%,9%,-2%,2%,4%,3.1%[1.84 µM],3%

# Next section; the last 6 above are carried over.
SMILES,UbGFP stabilizer,BRCT inh red,BRCT inh green,CRE Fsk mod,Pol III holo inh,ALOX15 inhib,GFP derepression,Hsp90 Hop PPI,HADH2 inh,HBB splicing,USP2a inhib
CN1CCC2(CC1)NC(=O)C1=C(CN(C)CC1)N2,1%,-2.4%,-2.1%,5%,-5%,-8%,2%,2%,-3%,0.3%[57.5 µM],-1%
N#C/C(=C\c1ccc(O)c(O)c1)C(N)=S,0%&0%,-0.3%&-2.6%,195%&11%[activator],?,-10%&-7%,4µM*,0%&-1%,?,0.1µM*,3.0%,-14%
O=C(c1ccc(CS(=O)(=O)c2ccc(Br)cc2)o1)N1CCC2(CC1)OCCO2,9%,-1.7%,-2.4%,?,-3%,1%,4%,-1%,0%,3.6%[1.84 µM],15%
COc1ccccc1OCCCn1cc(C(=O)c2ccco2)c2ccccc21,6%,0.7%,1.5%,0%,-2%,-19%,1%,-3%,-19%,nt,-28%
CCC(=NC1CC1)c1c(O)n(-c2ccc(OC)cc2)c(=O)[nH]c1=O,1%,1.0%,-2.2%,1%,-8%,-18%,9%,-5%,2%,0.8%[0.369 µM],-1%
O=C(NCc1ccc(C(=O)N2CCC3(CC2)OCCO3)cc1)c1ccc2c(c1)OCO2,-3%,-0.1%,-1.0%,7%,-7%,9%,-2%,2%,4%,3.1%[1.84 µM],3%
Cc1ccc(S(=O)(=O)N2CCCC(C(=O)N3CCC4(CC3)OCCO4)C2)cc1 (centres undefined),3%,1.4%,-0.7%,7%,0%,-6%,2%,0%,0%,-1.3%[57.5 µM],3%
CNC(=O)N(C)c1nnc(C(C)(C)C)s1,nt,-1.3%,-3.3%,nt,nt,11%,2%[20.6 µM],nt,nt,nt,10%
CCCCOC(=O)COc1cc(C)cc2oc(=O)c3c(c12)CCC3,3%,1.0%,-1.0%,19%,-6%,-3%,5%,-1%,17%,-6.0%,-3%
Cc1ccc(C)c(NC2=NCCCS2)c1,4%,-1.9%,-0.1%,?,0%,12%,-2%,0%,-9%,-0.8%,-2%
COC(=O)Nc1cccc(OC(=O)Nc2cccc(C)c2)c1,nt,-0.3%,3.2%,?,-3%,-29%,nt,-1%,-7%,0.2%,nt
NC(N)=NC(=O)c1nc(Cl)c(N)nc1N,2%,-2.5%,-0.7%[3.08 µM],?,-4%,-5%,0%[20.6 µM],-13%,32µM*!,-0.9%,-8%
O=C(CN1CCOCC1)c1ccc2cc[nH]c2c1,-7%,-1.8%,-4.7%,-6%,-10%,-2%,nt,-4%,25µM*,0.4%,nt
CSc1ccc(CNC2CN3CCC2CC3)cc1 (centres undefined),-1%,0.8%,-2.3%,15%,-2%,4%,0%,0%,-6%,-4.6%[57.5 µM],-2%
CCN(CC)C(=O)c1ccc(NC(=O)Cn2nc(C)c3ccccc3c2=O)cc1,-3%,1.7%,-0.5%,3%,5%,0%,4%,-5%,5%,1.4%,4%
C[C@@]12CCC[C@](C)(C(=O)O)[C@@H]1CCc1ccc(O)cc12,1%,nt,nt,9%,-3%,nt,-4%[9.22 µM],-4%,5%,nt,nt
O=C(N[C@H]1CN2CCC1CC2)c1ccc(Cl)cc1,nt,1.2%,-0.7%,nt,nt,?,nt,nt,-5%,-1.1%,nt
CC12CCCCC1=[N+]([O-])CN2O (centres undefined),8%,0.9%,-3.1%,-2%,-7%,7%,0%,?,0%,nt,-5%
CC(=O)c1c(O)c(C)c(O)c(Cc2c(O)c3c(c(C(=O)/C=C\c4ccccc4)c2O)OC(C)(C)C=C3)c1O,-3%&3%,1.3%,-3.7%,?,-5%&2%,?,-2%&-4%,-26%&-26%,1µM*,0.0%,?
NC(N)=NCCN=C(N)N,1%[9.17 µM],-0.5%[15.4 µM],0.6%[15.4 µM],-6%[7.6 µM],0%[11.4 µM],-4%[11.4 µM],4%[9.22 µM],-3%[11 µM],0%[11.4 µM],1.1%[9.22 µM],nt
O=C(Oc1ccccc1)N1CCC[C@@]2(CCN(C(c3ccccc3)c3ccccc3)C2)C1,-6%,-2.1%,0.4%,-9%,-4%,-13%,-2%[9.22 µM],-5%,5%,-1.6%,66%[activator]
Nc1c(C(=O)OC2CCCCC2)c2nc3ccccc3nc2n1CC1CCCO1 (centres undefined),nt,-0.9%,-1.5%,?,-2%,-27%,2%,?,13µM*,4.4%[0.369 µM],19%
CC(C)(Cc1c[nH]c2ccc(Cl)cc12)NCCOc1ccccc1OCC1CC1,-7%,-0.7%,-0.2%,?,-1%,13µM*,-1%,-10%,15%,nt,nt
